Source: PubChem BioAssay
GLA spleen mod: qHTS Assay for Inhibitors and Activators of Human alpha-Galactosidase From Spleen Homogenate. Alpha-galactosidase A (Homo sapiens), P06280. Potency, µM (series often up to 80 µM), inactives show at the top dose activity change, negative = inhibition, most hits filed as inhibitors. human spleen homogenate, 4MU-alpha-Gal fluorescence, 40 min. 0.008% of 240,000 active;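 note: 0% = enzyme with vehicle and -100% = no enzyme basal signal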
Target sequence (P06280 32-429 limits assumed): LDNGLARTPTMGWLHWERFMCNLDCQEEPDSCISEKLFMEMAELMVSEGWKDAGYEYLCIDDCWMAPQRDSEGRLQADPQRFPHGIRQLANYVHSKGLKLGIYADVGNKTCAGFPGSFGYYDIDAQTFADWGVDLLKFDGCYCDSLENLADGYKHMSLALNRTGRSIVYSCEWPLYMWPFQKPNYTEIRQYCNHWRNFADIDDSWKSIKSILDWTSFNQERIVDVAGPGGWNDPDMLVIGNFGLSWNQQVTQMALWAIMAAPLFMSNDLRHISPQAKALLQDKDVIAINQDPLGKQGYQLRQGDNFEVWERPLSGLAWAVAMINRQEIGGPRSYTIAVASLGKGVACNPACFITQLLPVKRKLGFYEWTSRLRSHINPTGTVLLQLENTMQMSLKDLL
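Inhibition or activation of alpha-galactosidase in human spleen homogenate is scored by 4-MU fluorescence after 40 min at 37C, pH 5.0, with 1 mM substrate. AC50s come from concentration-response fitted to the Hill equation.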
GAA inh: qHTS Assay for Inhibitors of Human alpha-Glucosidase as a Potential Chaperone Treatment of Pompe Disease; Lysosomal alpha-glucosidase (Homo sapiens), P10253; purified human GAA, 4-MU-alpha-glucoside fluorescence; Potency, µM (doses to about 76.9 µM), for the others: at the highest dose activity change, negative = inhibition, actives largely listed as inhibitors; 0.005% of 200,000 active;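 note: plate controls were uninhibited enzyme wells for no effect and no-enzyme background for full effect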
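Compounds are titrated up to 77 uM against 4 nM human enzyme. Substrate 4-methylumbelliferyl-alpha-D-pyranoside (400 uM) reacts 20 min at room temperature in pH 5.0 buffer; liberated 4-methylumbelliferone is read at 440 nm.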
GAA spleen mod: qHTS Assay for Inhibitors and Activators of Human alpha-Glucosidase From Spleen Homogenate. Lysosomal alpha-glucosidase (Homo sapiens), P10253. human spleen homogenate, 4-MU-alpha-glucoside fluorescence. Potency, µM (top dose mostly 79.9 µM), without a hit: at the top dose activity change, negative = inhibition, most hits filed as inhibitors. 0.006% of 240,000 active. AID 2112, 2009;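 note: 0% = enzyme with vehicle and -100% = no enzyme basal signal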
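Human spleen homogenate (1 ug) with 4-methylumbelliferyl-alpha-D-glucopyranoside (1 mM final) in 50 mM citrate/phosphate pH 5.0, 0.01% Tween-20; 40 min at 37 C. Stopped at pH 10; 4-MU fluorescence Ex 365/Em 440 nm; AC50 by Hill fit.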
GAA glycogen mod: qHTS Assay for Inhibitors and Activators of Human alpha-Glucosidase Cleavage of Glycogen; recombinant GAA, glycogen substrate, Amplex Red glucose oxidase fluorescence; Potency, µM (titrated, usually from 76.4 µM), for the others: at the top dose activity change, negative = inhibition, usual class: inhibitors; 0.38% of 300,000 active; AID 2100, 2009;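 note: 0% = full enzyme reaction and -100% = no-enzyme basal signal; the screen sought inhibitors and activators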
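Recombinant enzyme (4 nM final) with compounds titrated up to 77 uM and bovine liver glycogen (30 ug) in citrate pH 5.0, 0.01% Tween-20, 37 C 40 min. Released glucose detected by Amplex Red/glucose oxidase (Ex 573/Em 610); AC50 from Hill fits.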
Tau ThT inhib: qHTS for Inhibitors of Tau Fibril Formation, Thioflavin T Binding | 2.1% of 270,000 active | recombinant tau K18 P301L, heparin-induced fibrillization, ThT fluorescence | AID 1460, 2008 | Potency, µM (top dose mostly 57.4 µM), without a hit: at the highest dose activity, negative = inhibition, actives largely listed as inhibitors | Microtubule-associated protein tau (Homo sapiens), P10636; note: % is set by controls: 0 for no effect and ±100 for the full control effect; nearly all actives have a fitted effect of over 55% in size
Target sequence (P10636 561-689 P618L limits assumed): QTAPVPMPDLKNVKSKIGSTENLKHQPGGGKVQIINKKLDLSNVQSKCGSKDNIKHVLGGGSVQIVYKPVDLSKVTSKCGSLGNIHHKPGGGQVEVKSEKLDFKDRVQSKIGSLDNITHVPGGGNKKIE
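Aggregation was driven by heparin (20 uM final) acting on recombinant tau […] bearing P301L in 100 mM sodium acetate pH 7; fibrils were detected with Thioflavin T.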
HTT ATP protect: qHTS Multiplex Assay to Identify Dual Action Probes in a Cell Model of Huntington: Cytoprotection (ATP) | PC12 HTT-Q103 induced, cytoprotection, ATP luminescence, 40 h | Potency, µM (doses to about 56.4 µM), for the others: cytoprotection (ATP increase), actives largely listed as activators | 0.14% of 230,000 active;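 note: % of control where 0% means no effect; nearly all actives have a fitted effect of over 45% in size; toxic huntingtin expression switched on by the ecdysone agonist tebufenozide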
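Cells were plated at 1500 per well in phenol red-free DMEM with 5% equine and 5% calf serum. Tebufenozide (100 nM final) and compounds were added, then ATPlite reagent, and luminescence was read.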
Tau fluor counter: Counterscreen qHTS for Inhibitors of Tau Fibril Formation, Fluorescence Polarization; tau K18 P301L Alexa594 fluorescence, heparin fibrillization; Potency, µM (highest dose often 57.7 µM), for the others: at the top dose activity change, negative = decrease; 0.93% of 280,000 active; note: % is set by controls: 0 for no effect and ±100 for the full control effect; nearly all actives have a fitted effect of over 55% in size
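Human K18 P301L tau (15 uM unlabeled plus 0.24 uM Alexa 594-labeled, final) in 100 mM sodium acetate pH 7 was mixed with compound and 20 uM heparin and incubated 6 hr at 37 C.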
Tau fibril FP: qHTS for Inhibitors of Tau Fibril Formation, Fluorescence Polarization; AID 1468, 2008; Potency, µM (series often up to 57.7 µM), for the others: at the top dose activity, negative = inhibition, actives largely listed as inhibitors; Microtubule-associated protein tau (Homo sapiens), P10636; 0.39% of 280,000 active; K18 P301L tau heparin fibrillization, Alexa594 FP, 6 h; note: % is set by controls: 0 for no effect and ±100 for the full control effect; nearly all actives have a fitted effect of over 55% in size
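Heparin (20 uM) drove fibril formation of recombinant tau K18 P301L, 15 uM unlabeled with 0.24 uM Alexa 594 label, for 6 hr at 37 C in 100 mM sodium acetate pH 7. Fluorescence polarization (555/632 nm) read 1 hr after 30 uM ThT.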
Active calls of the source: *; ? = inconclusive; / = not tested or not shown; & = joins results of further samples; [ ] = remark or other dose. Calls come from the whole dose curve; as a rule, active = well fitted curve in the direction sought with a large enough effect; inconclusive = small, poorly fitted or top-dose-only effect, or another doubt; inactive = no such curve, though single readings can be large; an effect the other way counts as inactive or inconclusive. Potency is the fitted concentration of half-maximal effect. Hits appear at their usual frequency (roughly 3.3% active in at least one column).

Compound	GLA spleen mod	GAA inh	GAA spleen mod	GAA glycogen mod	Tau ThT inhib	HTT ATP protect	Tau fluor counter	Tau fibril FP
Nc1ccccc1Oc1c(F)c(F)c(Oc2ccccc2N)c(F)c1F	5%	-12%	7%	-13%	-13%	14%[10 µM]	?	?
O=c1ccc(-c2ccccc2)nn1Cc1c(F)cccc1Cl	/	/	/	-9%[76.3 µM]	-13%	/	-17%	2%
COc1nc(Cc2ccc(Cl)cc2)nc2ccccc12	-8%	-21%	/	1%	0%	-31%[inhibitor]	-1%	1%
COc1ccc(OC)c(NC(=O)CCN2CCCC(C)C2)c1 (configuration not stated)	0%	-5%	6%	-3%	-1%	-11%	3%	9%
COC(=O)Cn1c(C)nc2ccccc21	0%	-2%	-8%	-3%	-3%	5%	-2%	3%
Cc1nnc(NC(=O)c2cccc(Br)c2)s1	6%	0%	-2%	7%	-3%	-23%	-3%	2%
COc1ccc(Cc2nc3c4c(ncn3n2)Oc2ccc3ccccc3c2C4c2ccc(OC)c(OC)c2)cc1 (configuration not stated)	0%	0%	-7%	12%	-2%	13%[1.9 µM]	-8%	-10%
Cc1cc(C)cc(C(=O)N2CCN=C2c2ccccc2)c1	-3%	1%	-9%	1%	12%	/	6%	-3%
COCc1c(C(=O)NC2CCCCCC2)oc2ccccc12	1%	-8%	-4%	-8%	-12%	-57%[inhibitor]	-5%	-2%
COc1ccc2c(c1)C(c1cccs1)=NNC(c1cccnc1)=N2	-1%	1%	-1%	1%	3%	5%[10 µM]	5%	6%
CCOP(=O)(OCC)C(C)(C)NC(=O)c1cc([N+](=O)[O-])cc([N+](=O)[O-])c1	-5%	1%	1%	2%	-13%	9%[10 µM]	-7%	-1%
CN1CCC(=NNC(=O)c2ccco2)CC1	1%	-2%	-3%	-18%	-5%	-21%	2%	-1%
Cc1cc(=O)oc(C)c1C(=O)OCC(=O)c1ccc(Cl)c(Cl)c1	10%	1%	9%	5%	?	13%	-15%	-3%
Cc1nc(Nc2ccc3c(c2)OCO3)c2oc3ccccc3c2n1	17%	?	1%	5%	?	-37%	?	17%
CC(C)CCn1c(CN(C)Cc2ccccc2)nc2c1c(=O)n(C)c(=O)n2C	1%	0%	2%	7%	?	-24%	-11%	4%
CC(C)CCNC(=O)c1cc(-c2ccc(Br)s2)nc2ccccc12	/	/	/	11%[76.3 µM]	6%	/	5%	-2%
Cc1cc(NC(=O)C2CCCCC2)nc2c1c(=O)oc1ccccc12	2%	-4%	-3%	3%	3%	6%	-10%	-3%
COc1ccc(C(=O)NCc2nnc(SCC(=O)Nc3ccc(F)cc3)n2-c2ccccc2)cc1	/	/	/	-1%[76.3 µM]	-22%	/	?	-3%
COc1ccc(Cc2nnc(Nc3ccc(C)cc3C)[nH]c2=O)cc1	10%	-5%	1%	8%	3%	-4%	-10%	-9%
CC(Nc1[nH]c(=O)n(C)c(=O)c1N=O)c1ccccc1 (configuration not stated)	-2%	9%	-3%	14%	-5%	-6%	2%	1%
CCN(CC)c1cc(NC2CCCCC2)c2c3c(onc13)-c1ccccc1C2=O	/	/	/	2%[76.3 µM]	11µM*	/	?	?
CO[C@@]12C[C@@H](COC(=O)c3cncc(Br)c3)CN(C)[C@H]1Cc1cn(C)c3cccc2c13	4%	/	3%	/	-20%	12%	-16%	-1%
Cc1nc2ccccc2c2c1CC(C)S2 (configuration not stated)	3%	/	-25%	3%	/	-8%[10 µM]	-7%	-2%
CNCc1ccccc1Sc1ccc(OC)c(OC)c1	6%	-12%	-1%	-24%	-6%	-28%	-5%	-2%
CC(=O)OC(COc1ccccc1)Cn1cnc2cc(C)c(C)cc21 (configuration not stated)	-2%	1%	2%	-4%	-8%&-4%	-2%	-11%&-8%	-4%&3%
Cc1c(NC(=O)CSc2nnnn2Cc2ccccc2)c(=O)n(-c2ccccc2)n1C	-4%	-11%	-3%	6%	5%	8%	2%	-3%
Nc1nc(SCc2c(F)cccc2Cl)[nH]c(=O)c1-c1ccccc1	-8%	-7%	2%	5%	-4%	-16%	-7%	-18%
COc1ccc(CCN(Cc2cc3cc(C)ccc3[nH]c2=O)C(=O)N2CCCC2)cc1OC	-10%	?	-6%	-7%	-15%	-16%[10 µM]	-10%	1%
COc1ccccc1NS(=O)(=O)c1cccc(C(=O)NNC(=O)C(NC(N)=O)C(C)C)c1 (configuration not stated)	-7%	-4%	-1%	-2%	0%	-2%[10 µM]	-5%	2%
COc1cccc(NC2=C(C#N)C(=O)NC(c3cccc(OC)c3O)S2)c1 (configuration not stated)	3%	-2%	1%	-16%	32µM*	-15%[10 µM]	-24%	?

Single records, from the list above. Order of screens: GLA spleen mod | GAA inh | GAA spleen mod | GAA glycogen mod | Tau ThT inhib | HTT ATP protect | Tau fluor counter | Tau fibril FP
COc1cccc(NC2=C(C#N)C(=O)NC(c3cccc(OC)c3O)S2)c1 (configuration not stated) in the list: 3% | -2% | 1% | -16% | 32µM* | -15%[10 µM] | -24% | ?
CC(C)CCNC(=O)c1cc(-c2ccc(Br)s2)nc2ccccc12 in the list: / | / | / | 11%[76.3 µM] | 6% | / | 5% | -2%

(list continues)
Compound	GLA spleen mod	GAA inh	GAA spleen mod	GAA glycogen mod	Tau ThT inhib	HTT ATP protect	Tau fluor counter	Tau fibril FP
Cc1ccc(Cn2c(C)c3cnn(CC(=O)O)c(=O)c3c2C)cc1	/	/	/	-13%[76.3 µM]	4%	/	0%	-3%
COc1cc(NC(=O)C2CCCN(S(=O)(=O)c3ccc4c(c3)oc(=O)n4C)C2)c(C(=O)O)cc1OC (configuration not stated)	/	/	/	-14%[76.3 µM]	-3%	/	-11%	0%
COC(=O)CNC(=O)c1ccc(=O)oc1	-5%	-3%	-10%	-8%	-4%	1%	-5%	0%
Cc1cc(C)[n+](-c2ccc(F)cc2)c2[nH]c(=O)[nH]c(=O)c12	?	?	?	-4%	-1%	-8%[10 µM]	0%	12%
Cc1ccc(-n2nc(C)c3onc(C)c3c2=O)cc1	-3%	-3%	3%	9%	-14%	-15%[10 µM]	-10%	0%
COc1ccc(Br)cc1CNC(=O)CCC(=O)N1CCSc2ccccc21	/	/	/	-14%&-4%[76.3 µM]	-2%	/	-2%	1%
O=C(Nc1cccc(NC(=O)c2cccs2)c1)c1ccc([N+](=O)[O-])o1	1%	/	14%	-19%	/	26%[10 µM]	32µM*[quencher]	14%
CC(=O)Nc1ccc(S(=O)(=O)Nc2ncccn2)cc1	14%	-3%	8%	-2%	0%	-5%	1%	0%
CC(C)CN(CCCNC(=O)c1cc(-c2cccs2)nc2ccccc12)CC(C)C	/	/	/	12%[76.3 µM]	3%	/	-12%	?
Cc1ccc(S(=O)(=O)N[C@H](C(=O)N2CCC3(O)CCCCC3C2)c2ccccc2)cc1 (some centres not stated)	7%	2%	-1%	-7%	0%	-25%	2%	1%
O=C(c1ccco1)c1cc2c(ccc3ccccc32)oc1=O	7%	1%	-1%	2%	-2%	-6%	-9%	-5%
CC(C)NC(=O)C1CC(=O)N(c2ccc(F)c(Cl)c2)C1 (configuration not stated)	4%	-7%	4%	8%	-3%	-21%	-1%	2%
COc1ccccc1-c1nnc(SCCOc2ccccc2C)o1	/	/	/	10%[76.3 µM]	-16%	/	-13%	4%
CCN(CC)Cc1c(O)c(Cl)cc2c(C)cc(=O)oc12	?	?	?	8%	-8%	3%[10 µM]	-7%	3%
COc1ccc(C(=O)n2nc(C)cc2C)cc1Br	6%	1%	4%	1%	-9%	-13%	-7%	3%
CCN(CC(=O)NC1CCS(=O)(=O)C1)S(=O)(=O)c1ccc(C)cc1C (configuration not stated)	9%	-3%	9%	-1%	7%	-2%[10 µM]	9%	3%
Cc1ccc(S(=O)(=O)N(CCC#N)CCN2CCCC2)cc1	1%	-6%	-5%	-3%	-9%	-10%	-3%	-7%
Cc1cc(=O)oc(C)c1C(=O)N[C@@H]1CCCCNC1=O	-2%	-2%	-5%	4%	-2%	2%	2%	1%
CCOC(=O)N1CCC(NC(=O)C2CCN(S(=O)(=O)c3cnc[nH]3)CC2)CC1	8%	-4%	-1%	-1%	-9%	4%	1%	0%
CCC(Sc1nc2nccnc2c(=O)n1Cc1ccc(Cl)cc1)C(=O)NC1CCCCC1 (configuration not stated)	/	/	/	-1%[76.3 µM]	1%	/	4%	-8%
CCCn1nc(Oc2nc(N(C)C)nc(N(C)C)n2)ccc1=O	1%	?	11%	-7%	1%	23%[10 µM]	4%	8%
COC(=O)c1ccc(N=NNc2ccccc2)cc1	-5%	-8%	-7%	9%	?	9%[10 µM]	-14%	10%
O=C(CC1OC(=O)c2ccccc21)NC1CCCCC1 (configuration not stated)	-6%	-9%	-29%	-3%	2%	-20%	-9%	-1%
C=CCOc1ccc2c(OC)c3ccoc3nc2c1OC	-6%	7%	-7%	-5%	?	-6%[10 µM]	-13%	5%
Cc1oc2ncn(C)c(=O)c2c1C(=O)N1CCN(c2ccccc2)CC1	/	/	/	-8%[76.3 µM]	?	/	?	?
Cc1ccc(C(=O)CN2C(=O)C(C)Oc3ccccc32)cc1 (configuration not stated)	-1%	6%	2%	-8%	-14%	/	-14%	-3%
Cc1c(C(=O)Nc2nc3ccccc3[nH]2)cccc1[N+](=O)[O-]	-3%	-5%	-21%	-5%	-7%	16%[10 µM]	-9%	3%
